Screens from PubChem BioAssay.
KCNH2 3.1 block = KCNH2 3.1 (human) potassium channel inhibition; U2OS KCNH2 3.1, thallium flux FluxOr; active compounds read low; activity change, % (tested at about 1.8 µM); AID 720553; 340,000 compounds, 0.95% hits;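 active means maximum activity change below -70%; inconclusive means maximum activity change from -70% to -50%; inactive means maximum activity change above -50%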;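 further: thallium influx rate constant from kinetic fluorescence after stimulation buffer; on the % scale 0 is the no-effect control and ±100 the full control effect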
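FluxOr-based Tl+ influx in U2OS cells transduced with KCNH2 3.1 virus; rate constants normalized to DMSO controls.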
CXXC DNA block = blocks binding of human MLL CXXC domain to DNA; 290,000 compounds, 0.037% hits; MLL-CXXC / FITC-HOXA9 DNA fluorescence polarization; AID 2662; Q03164; Potency, µM (doses to about 115 µM), inactives show at the highest dose activity change, negative = inhibition, hits mostly inhibitors; active means well fitted inhibition curve with a large enough effect in the polarisation, with a control signal flat, not every such curve was filed as active; inconclusive means small, poorly fitted or top-dose-only effect, or effect the other way, or a change in a side signal; inactive means no such curve, though single readings can be large or run the other way; the % refers to the polarisation; further: potency means the concentration at half of the fitted maximal effect
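Purified MLL-CXXC (added from a 7 uM solution) was preincubated 5 min at ambient with pinned compounds in 50 mM Tris-HCl pH 7.5, 50 mM NaCl, 1 mM DTT, 0.05% BSA. Fluorescein-labeled HOX-A9 DNA (50 nM solution) followed, 30 min, then polarization read.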
GALK inhibitor = galactokinase (human) inhibition; P51570; Purified GALK, Kinase-Glo residual ATP luminescence; Potency, µM (highest dose often 57.5 µM), for the others: at the highest dose activity change, negative = inhibition, usual class: inhibitors; 270,000 compounds, 0.007% hits; further: potency means the concentration at half of the fitted maximal effect; on the % scale 0 is the no-effect control and ±100 the full control effect
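Compounds were pin-transferred into ATP buffer (35 uM final), then GALK plus galactose (5 nM, 100 uM final) was added. After 1 h at room temperature, Kinase-Glo Plus was added and luminescence read after 10 min.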
KCNH2 WT inh = KCNH2 (human, wildtype) channel inhibition. 340,000 compounds, 0.37% hits. U2OS, BacMam KCNH2, thallium flux FluxOr; active compounds read low. activity change, % at 1.84 µM. Q12809. AID 720551;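 active means maximum activity change below -70%; inconclusive means maximum activity change between -70% and -50%; inactive means maximum activity change above -50%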; further: on the % scale 0 is the no-effect control and ±100 the full control effect
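U2OS cells were transduced with wild-type KCNH2 virus (2.03 x 10^8 / mL) for 4 h at room temperature, then cultured overnight at 37 C. Thallium flux was read with FluxOr dye. Rate constants were normalized to DMSO controls.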
ASM inhibitor = human S-ASM enzyme inhibition | P17405 | placental ASM, HMU-PC fluorogenic substrate, 60 min | Potency, µM (titrated, usually from 57.5 µM), for the others: top-dose activity change, negative = inhibition, actives largely listed as inhibitors | 340,000 compounds, 0.006% hits; further: potency means the concentration at half of the fitted maximal effect
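HMU-PC0 cleavage (9 uM final) by human placental ASM, 60 min at 37 °C following 10 min compound exposure at RT; stopped at pH 10, fluorescence Ex 386/Em 447 nm.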
FBPA coupling cs = coupling enzyme interference in Giardia aldolase counter-screen | coupling enzyme system counterscreen, AmpLite Red fluorescence | activity change, negative = inhibition, % at 58.2 µM, hits read low | 290,000 compounds, 0.67% hits; in the data active means activity change below about -30%; further: on the % scale 0 is the no-effect control and ±100 the full control effect
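Compounds tested against the coupling enzymes alone at 57.5 uM final; readout was AmpLite Red fluorescence (525/598 nm) after 20 min at RT.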
TRPV1 agonist = human TRPV1 agonism | 320,000 compounds, 0.19% hits | activation, % at 8.33 µM | TRPV1-expressing cells, Fluo-8 calcium influx, agonist mode; in the data active means activation above about 80%; inconclusive means between about 30% and that limit; further: 0% is about no effect
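Fluo-8 calcium influx in TRPV1-expressing cells, kinetic read (ex 480/em 520 nm). Compound added and read 3 min for agonist activity, followed by capsaicin at EC20 final and 2 min further read for enhancement.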
a7 integrin act = activators of alpha7 integrin expression for muscular dystrophy | 350,000 compounds, 0.064% hits | Potency, µM (series often up to 38.3 µM), inactives show at the top dose activation, usual class: activators | alpha7betagal myoblasts, beta-gal FDG fluorescence, 48 h | AID 624291;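 further: potency means the concentration at half of the fitted maximal effect; 100% = response of the positive control SU9516; nearly all actives have a fitted effect of over 60% in size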
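Alpha7betagal+/- myoblasts (passage 13) were plated 16-24 hr, then exposed to compounds (1:260 dilution of DMSO stock) for 48 hours at 37C. After MPER lysis, β-galactosidase reporter activity was read as FDG fluorescence (ex 480/em 540) after 30 minutes.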
AT treatment = candidate therapy for ataxia-telangiectasia. Potency, µM (highest dose often 57.5 µM), inactives show at the highest dose activation, most hits filed as activators. 320,000 compounds, 0.19% hits. […] A-T fibroblasts, KAP-1 phosphorylation AlphaLISA; neocarzinostatin DNA damage 30 min before lysis. AID 485349; further: potency means the concentration at half of the fitted maximal effect; % of control where 0% means no effect; nearly all actives have a fitted effect of over 45% in size
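hTERT-immortalized A-T patient fibroblasts ([…]), 500 cells/well in OPTI-MEM, 1% FBS, got compounds for 60 min, then NCS for 30 min at 37C. Lysates were then assayed for phospho-KAP-1 by AlphaLISA (anti-pKAP1 donor, anti-KAP1 acceptor beads), 6 hr at 25C.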
MBNL1 CUG block = MBNL1-poly(CUG) RNA binding inhibition; Q9NR56; TR-FRET MBNL1-His/biotin-(CUG)12 binding, 665/545 ratio; Potency, µM (doses to about 57.5 µM), without a hit: at the highest dose activity change, negative = inhibition, actives largely listed as inhibitors; 280,000 compounds, 0.036% hits; active means well fitted inhibition curve with a large enough effect in the signal ratio, with a control signal flat, not every such curve was filed as active; inconclusive means small, poorly fitted or top-dose-only effect, or effect the other way, or a change in a side signal; inactive means no such curve, though single readings can be large or run the other way; the % refers to the signal ratio; further: potency means the concentration at half of the fitted maximal effect; on the % scale 0 is the no-effect control and ±100 the full control effect
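Compounds (final 92 nM to 58 uM) are added to His-tagged MBNL1 and biotin-(CUG)12, then terbium anti-His antibody and streptavidin-XL665 (5 nM final). After 60 min at room temperature, the 665/545 nm ratio is read.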
* = called active by the depositor; ? = inconclusive; . = no result given; & = joins results of further samples; [ ] = dose if it differs, or a comment. Unless noted, the call rests on the fitted dose curve; in most records, active means well fitted curve in the direction sought with a large enough effect; inconclusive means small, poorly fitted or top-dose-only effect, or another doubt; inactive means no such curve, though single readings can be large; an effect the other way counts as inactive or inconclusive.

[1] Cc1cccc(/C(N)=N/OC(=O)c2ccc(Cl)cc2Cl)c1
[2] Cc1c(C2Nc3ccccc3C(=O)N2O)cnn1C (configuration not stated)
[3] COCCNC(=O)[C@@]1(C)C=C[C@@H](Cc2ccccc2)N1C(=O)c1ccccc1
[4] CCOCCCNS(=O)(=O)c1ccc(Br)cc1
[5] Cc1ccc(NC(=S)Nc2ncccc2C)c(C)c1
[6] CCn1nnc(NC(=O)c2ccc(-c3ccccc3[N+](=O)[O-])o2)n1
[7] CN1CCN(c2ccc(NC(=O)c3ccc(Oc4ccccc4)cc3)cc2)CC1
[8] CCOC(=O)C1=C(c2ccccc2)Nc2c(c(=O)n(C)c(=O)n2C)C1c1ccc(O)c(OC)c1 (configuration not stated)
screen / no.	1	2	3	4	5	6	7	8
ASM inhibitor	6%	3%	14%	3%	-2%	0%	1%	-4%
KCNH2 3.1 block	0	-11	-10	14	-5	13	-9	2
TRPV1 agonist	-5	-5	1	-1	-1	2	16	4
MBNL1 CUG block	-17%	23%	-9%	-5%	-1%	?	-14%	1%
KCNH2 WT inh	0	3	-6	1	-1	0	13	13
FBPA coupling cs	-1	1	1&1	2	-1	-1	-2	-2
a7 integrin act	-9%	21%	31%	20%	-34%	6%	-60%	-9%
AT treatment	1%	.	-5%	-3%	5%	-3%	-3%	0%
CXXC DNA block	27%	-11%	3%	9%	3%	0%	18%	4%
GALK inhibitor	8%	-1%	.	-3%	-4%	10%	1%	-2%

[9] O=C(/C=C/c1cccc([N+](=O)[O-])c1)NCc1ccc2c(c1)OCO2
[10] CCCc1cc(C(=O)Nc2cccc(Cl)c2C)no1
[11] Cc1ccc(NS(=O)(=O)c2ccc(C(=O)NC3CCN(Cc4ccccc4)CC3)cc2)cc1
[12] C=CCn1c(SCC(=O)N(C)C2CCCCC2)nnc1C1CC1
[13] CCOC(=O)c1cc(-c2ccccc2)nn1-c1ccccn1
[14] CC(c1ccccc1)N1C(=O)NC(NC(=O)c2cccnc2)(C(F)(F)F)C1=O (configuration not stated)
[15] CCOc1ccccc1CN1CCCC(C(=O)Nc2cccc(-n3cccn3)c2)C1 (configuration not stated)
[16] CCN(CC)C(=O)CN1C(=O)COCC1=O
screen / no.	9	10	11	12	13	14	15	16
ASM inhibitor	0%	6%	0%	0%	4%	5%	2%	4%
KCNH2 3.1 block	-5	-13	-20	-14	4	0	?	-18
TRPV1 agonist	10	3	.	.	-4	-1	-5	-4
MBNL1 CUG block	.	-3%	.	.	-2%	1%	-11%	1%
KCNH2 WT inh	13	0	6	7	-2	-4	5	-17
FBPA coupling cs	1	1	.	.	-34*	1	5	0
a7 integrin act	35%	-26%	-51%[inhibitor]	-21%	0%	0%	-63%[inhibitor]	2%
AT treatment	-1%	5%	14%	30%	11%	1%	5%	-2%
CXXC DNA block	11%	7%	.	.	6%	2%	24%	5%
GALK inhibitor	-4%	9%	.	.	0%	0%	-1%	0%

[17] N=C(N)SCc1ncccc1O
[18] O=C1c2ccccc2C2=Nc3ccccc3SC(c3ccccc3F)C12 (configuration not stated)
[19] Cc1c(Cl)ccc2c(C(=O)NCCN3CCCCC3)cc(-c3ccccn3)nc12
[20] Cc1csc2ncc(C(=O)NC(C)c3ccccc3)c(=O)n12 (configuration not stated)
[21] CCCC(=O)Nc1ccc2c(c1)nc(CN1CCCC1)n2C
[22] Cc1occc1C(=O)N/N=C/C(Br)=C/c1ccccc1
[23] O=C(CCCc1nc2ccccc2s1)N1CCN(c2ccccc2F)CC1
[24] Cc1cc(C(=O)COC(=O)COc2ccccc2C#N)c(C)n1CC1CCCO1 (configuration not stated)
screen / no.	17	18	19	20	21	22	23	24
ASM inhibitor	1%	-28%	-6%	16%	6%	-6%	-5%	2%
KCNH2 3.1 block	0	?	-20	-3	.	3	4	-2
TRPV1 agonist	-1	-9	4	0	6	28	27	4
MBNL1 CUG block	.	?	7%	-2%	-2%	13%	-4%	.
KCNH2 WT inh	4	-11	15	-2	-6	-4	8	0
FBPA coupling cs	0	-18	2	1	1	2	2	.
a7 integrin act	18%	-15%	-35%	-17%	-39%	?	-5%	7%
AT treatment	-5%	10%	15%	2%	0%	25%	9%	3%
CXXC DNA block	-10%	-8%	11%	4%	-1%	43%[activator]	-2%	.
GALK inhibitor	-2%	0%	2%	-3%	0%	9%	0%	.

[25] CCOC(=O)C1=C(Nc2ccc(Cl)cc2)OCC1=O
[26] Cc1cnc(NC(=O)C(C)N2C(=O)C3CC=CCC3C2=O)s1 (configuration not stated)
[27] COc1ccc(C)cc1NC(=O)C(c1ccccc1)N1CCN(CC(=O)NC2CC2)CC1 (configuration not stated)
[28] C=CCn1c(N)c(C(=O)Nc2cccc(C)c2)c2nc3ccccc3nc21
[29] O=C(OCc1c(-c2ccccc2)ncc2ccccc12)N1CCOCC1
[30] COC(=O)c1nccc2c1[nH]c1ccccc12
[31] O=C(O)COc1ccccc1/C=N/Nc1ccc(S(=O)(=O)Nc2ccc(Cl)cc2)cc1[N+](=O)[O-]
[32] CSc1nsc(N/N=C/c2ccccc2)c1C#N
screen / no.	25	26	27	28	29	30	31	32
ASM inhibitor	-2%	2%	0%	151%[activator]	2%	265%[activator]	-2%	5%
KCNH2 3.1 block	8	-10	-6	-1	.	0	-7	-2
TRPV1 agonist	?	-1	16	7	13	-3	5	2
MBNL1 CUG block	-10%	-11%	.	-6%	.	.	9%	-3%
KCNH2 WT inh	-11	-9	11	-5	.	-3	13	-18
FBPA coupling cs	2	0	.	-34*	.	.	7	0
a7 integrin act	11%	2%	-21%	-42%	-5%	0%	43%	21%
AT treatment	-1%	-1%	12%	?	-6%	9%	-1%	2%
CXXC DNA block	-5%	-2%	.	-2%	.	.	16%	-2%
GALK inhibitor	.	0%	.	-1%	.	.	-9%	-1%

[33] O=C1Nc2ccccc2CCc2ccccc21
[34] Cc1ccccc1-n1c(C)nnc1SCc1cc(=O)oc2ccc3ccccc3c12
[35] CC(C)(C)NC(=S)N1CCC(C(=O)c2ccc(F)cc2)CC1
[36] COC(=O)c1cc2ccccc2n1S(=O)(=O)c1ccccc1
[37] Cc1cc(C)c2nc(C)cc(Nc3ccc(C(=O)N(C)C)cc3)c2c1
[38] O=C(NCc1ccc2c(c1)OCO2)C1CC(=O)N(c2ccc(Cl)cc2)C1 (configuration not stated)
[39] O=c1c2ccccc2nc(-c2ccc(F)cc2)n1NCc1ccccc1O
[40] CC(=O)c1cccc(N(CC(=O)O)S(C)(=O)=O)c1
[41] O=C(c1cc(-c2ccccc2)on1)N1CCCc2ccccc21
[42] CC(C)CSc1nc2ccccc2c(=O)[nH]1
[43] CC1CCCN(CCCOc2ccc(Br)cc2Cl)C1 (configuration not stated)
screen / no.	33	34	35	36	37	38	39	40	41	42	43
ASM inhibitor	2%	29%	-3%	-2%	6%	3%	-1%	4%	-4%	-4%	-1%
KCNH2 3.1 block	-2	14	-2	-1	21	5	.	-2	-8	.	-105*
TRPV1 agonist	1	4	-5	20	.	6	1	-2	21	0	1
MBNL1 CUG block	.	.	-8%	2%	.	-2%	-6%	1%	1%	-5%	-2%
KCNH2 WT inh	-1	-9	4	-5	-7	8	8	0	.	0	33
FBPA coupling cs	.	2	2	-4	2	2	-2	-1	0	0	-2
a7 integrin act	11%	-14%	13%	-13%	15%	0%	3%	28%	0%	-11%	-75%[inhibitor]
AT treatment	5%	-2%	3%	14%	-8%	-8%	9%	1%	11%	-1%	-1%
CXXC DNA block	.	-13%	-5%	-2%	-5%	7%	-1%	4%	-5%	1%	-7%
GALK inhibitor	.	2%	-5%	0%	0%	1%	-1%	2%	5%	1%	-1%

Structures above that contain a cyano group, in the order listed:
[24] Cc1cc(C(=O)COC(=O)COc2ccccc2C#N)c(C)n1CC1CCCO1 (configuration not stated)
[32] CSc1nsc(N/N=C/c2ccccc2)c1C#N
screen / no.	24	32
ASM inhibitor	2%	5%
KCNH2 3.1 block	-2	-2
TRPV1 agonist	4	2
MBNL1 CUG block	.	-3%
KCNH2 WT inh	0	-18
FBPA coupling cs	.	0
a7 integrin act	7%	21%
AT treatment	3%	2%
CXXC DNA block	.	-2%
GALK inhibitor	.	-1%
